MEP2-GFP yeast = yeast TOR pathway MEP2-GFP modulation. S. cerevisiae MEP2-GFP strain, flow cytometry GFP, 3 h; 100% = DMSO control level. GFP response vs DMSO, % at 10 µM. 330,000 compounds, 0.51% hits;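 active = GFP response versus DMSO above a set limit, roughly screen mean plus 3 SD, cut at about 180% in these data; inconclusive = fewer than 70 cells counted for a yeast strain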;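 also: median GFP fluorescence of the barcode-gated MEP2-GFP cells per well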
AGP1-GFP MLPCN = modulators of TOR pathway AGP1-GFP in S. cerevisiae. 320,000 compounds, 0.02% hits. GFP response vs DMSO, % at 10 µM. S. cerevisiae AGP1-GFP multiplex flow cytometry, 3 h; GFP as percent of DMSO wells. AID 2066;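 active = GFP response relative to DMSO above a set limit, near screen average plus 3 SD, cut at about 150% in these data; inconclusive = fewer than 70 cells counted for the yeast strain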;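 also: median GFP channel fluorescence of the gated AGP1 strain per well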
GRK2 inh = inhibitors of human GRK2 displacing RNA aptamer | inhibition of aptamer binding, % at 10 µM | P25098 | bead flow cytometry, FAM-aptamer displacement from GRK2 | 330,000 compounds, 0.59% hits;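 active = inhibition of aptamer binding above 40%, roughly 3 SD of noise, on plates passing a quality check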;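 also: median bead fluorescence of bound FAM aptamer so fluorescent compounds give negative values; no value below 0 was filed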
Target sequence (P25098 whole entry, looked up): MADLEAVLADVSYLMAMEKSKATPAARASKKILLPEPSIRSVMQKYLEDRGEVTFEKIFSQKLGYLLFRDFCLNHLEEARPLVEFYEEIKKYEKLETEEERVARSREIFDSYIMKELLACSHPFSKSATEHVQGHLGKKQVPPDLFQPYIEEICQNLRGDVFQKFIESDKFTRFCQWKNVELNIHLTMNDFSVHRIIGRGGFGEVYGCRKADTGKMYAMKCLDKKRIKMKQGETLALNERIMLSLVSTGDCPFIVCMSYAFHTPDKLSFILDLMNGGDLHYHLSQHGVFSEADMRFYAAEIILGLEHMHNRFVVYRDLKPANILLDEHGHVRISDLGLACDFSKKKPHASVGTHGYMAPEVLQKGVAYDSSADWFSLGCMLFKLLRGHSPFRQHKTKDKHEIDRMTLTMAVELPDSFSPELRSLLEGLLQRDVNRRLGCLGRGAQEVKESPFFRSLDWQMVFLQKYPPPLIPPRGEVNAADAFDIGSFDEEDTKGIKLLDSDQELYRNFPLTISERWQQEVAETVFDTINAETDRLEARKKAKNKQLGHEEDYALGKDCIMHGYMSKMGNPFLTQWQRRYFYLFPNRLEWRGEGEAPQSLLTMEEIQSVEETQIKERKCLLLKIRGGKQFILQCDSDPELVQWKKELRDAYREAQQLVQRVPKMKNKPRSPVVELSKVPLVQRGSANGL
CIT2 TOR yeast = alters CIT2-GFP fluorescence in TOR pathway yeast screen | 320,000 compounds, 0.065% hits | GFP response vs DMSO, % at 10 µM | S. cerevisiae CIT2-GFP strain, flow cytometry, 3 h; 100 means same as DMSO wells | AID 2029;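 active = GFP response relative to DMSO above a set limit, near the screen mean plus 3 SD, cut at about 150% in these data; inconclusive = Fewer than 70 cells measured for a yeast strain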;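 also: ratio of well median GFP fluorescence to mean of DMSO wells on the plate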
CR mimetic SO = caloric restriction mimetics inhibiting age-related superoxide in yeast. AID 2690. superoxide response (% of plate mean), % at 10 µM. 330,000 compounds, 0.18% hits. S. cerevisiae aged cells, superoxide DHE fluorescence; stronger effect = lower value;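 active = superoxide response under a set limit, about three screen SD below normal, cut at about 65% in these data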;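 also: yeast aged for seven days with compound at 30 °C before DHE staining; 100% = average MFI of all compound-treated wells on the plate with controls excluded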
LAP4-GFP MLPCN = alters LAP4-GFP fluorescence in TOR pathway yeast screen; S. cerevisiae LAP4-GFP multiplex, flow cytometry GFP, 3 h; median GFP as percent of DMSO wells; GFP response vs DMSO, % at 10 µM; 320,000 compounds, 0.34% hits;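 active = GFP response vs DMSO above a set limit, about the screen mean plus 3 SD, cut at about 150% in these data; inconclusive = under 70 cell events counted for the yeast strain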
RPL19A TOR yeast = yeast TOR pathway RPL19A-GFP modulation; percent response vs DMSO, % at 10 µM; S. cerevisiae RPL19A-GFP strain, flow cytometry, 3 h; stronger effect = lower value; AID 2025; 330,000 compounds, 0.3% hits;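 active = percent response vs DMSO below 50%; inconclusive = fewer than 70 events counted for the yeast strain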;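 also: median channel GFP fluorescence of the barcoded RPL19A-GFP strain; ratio of sample median GFP to plate DMSO average so 100% = DMSO; lower means less RPL19A-GFP as with rapamycin TOR inhibition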
VLA-4 inh = inhibition in a human VLA-4 binding assay; VLA-4 expressing cells, ligand binding flow cytometry; 330,000 compounds, 0.2% hits; inhibition, % (about 7 µM as worked out from the volumes in the protocol); P13612; in the data active = inhibition above about 50%
Numbers without * were called inactive; i = inactive; ? = inconclusive; . = not tested or not shown; [ ] = remark or other dose. Compounds as they come; overall some 1.7% were active at least once.

SMILES	MEP2-GFP yeast	AGP1-GFP MLPCN	GRK2 inh	CIT2 TOR yeast	CR mimetic SO	LAP4-GFP MLPCN	RPL19A TOR yeast	VLA-4 inh
O=C(CCCCCn1c(=O)[nH]c2ccsc2c1=O)NCc1cccs1	98.8	99.2	0.0	93.0	102.3	98.4	92.7	8.5
Nc1[nH]c(=O)nc(Nc2ccccc2)c1N=O	100.0	.	2.0	.	94.6	.	96.0	7.4
O=C(NC(NC1CCS(=O)(=O)C1)C(=O)c1ccccc1)c1ccc(Cl)cc1 (stereo not drawn)	95.7	101.9	0.0	95.0	89.1	108.4	93.2	7.2
CCC(=O)Nc1c(-c2ccccc2Cl)c(=O)c2ccccc2n1CC	111.5	106.6	0.0	107.3	93.4	103.1	108.3	4.8
CCc1ccc(C(=O)Nc2cc3c(cc2Cl)OCCCO3)cc1	100.3	94.1	4.0	97.5	106.6	127.3	99.4	1.1
Cc1sc(NC(=S)NC(=O)c2ccccc2)c(C#N)c1C	99.9	100.8	4.0	93.6	76.1	98.5	99.7	-0.6
CCCc1[nH]nc2c1C(c1ccncc1)C(C#N)=C(N)O2 (stereo not drawn)	108.5	103.9	0.0	108.6	115.0	104.5	104.0	-5.6
COC(=O)c1ccc(NC(=O)CSc2nncn2-c2cccnc2)cc1	103.3	101.8	3.0	102.2	94.5	97.2	99.2	13.1
Cc1cnc(C(=O)NC2CCSc3ccccc32)cn1 (stereo not drawn)	103.5	88.5	4.0	.	114.3	79.3	106.2	5.1
O=C(N/C(=C/c1ccc(Br)cc1)C(=O)N1CCCC1=O)c1ccco1	108.3	99.7	0.0	106.3	87.2	91.8	105.2	1.2
CC(C)CNC(=O)c1ccc(NC(=O)c2cccs2)cc1	101.5	105.1	0.0	101.2	109.2	100.1	98.1	3.0
CC(NS(=O)(=O)c1ccc(OCC(=O)N2CCOCC2)c(Cl)c1)c1ccccc1 (stereo not drawn)	106.7	103.5	2.0	100.7	96.9	110.8	103.0	-0.6
COc1cccc(NC(=O)COC(=O)COc2cccc3c2OC(C)(C)C3)c1	98.3	99.4	0.0	92.4	96.6	93.8	98.3	6.9
O=C(CCNC(=O)c1ccc([N+](=O)[O-])cc1)Nc1ccc(F)cc1	109.5	99.2	2.0	103.9	134.1	95.7	102.6	14.0
Cc1cc(C(F)(F)F)nc(SCCN2CCCCC2)c1C#N	94.6	96.2	0.0	99.9	99.1	90.8	95.8	4.5
Cc1cccc(NC(=O)CC2(CC(=O)O)CCCC2)c1	110.7	97.1	0.0	102.7	120.0	94.8	105.5	-4.7
COc1ccccc1C(CNC(=O)c1ccc(S(=O)(=O)NCc2ccco2)cc1)N(C)C (stereo not drawn)	101.6	109.1	0.0	110.0	85.0	99.4	102.0	9.2
Oc1ccccc1Nc1nc(NCc2ccccc2)c2ccccc2n1	102.0	94.4	0.0	98.9	110.2	97.3	94.2	10.9
Cc1cccc(Nc2nnc(SCC(=O)c3ccc(O)cc3O)s2)c1	331.5*[may fluoresce violet]	29.6[may fluoresce violet]	1.0	?	114.5	106.4[may fluoresce violet]	37.2*[may fluoresce violet]	-10.7
O=C(c1ccccc1)c1c[nH]c2ccccc12	101.2	87.0	0.0	84.8	97.8	116.0	94.7	-4.8
O=C1CCCN1CN1CCCCC1	96.2	97.4	0.0	91.6	123.3	93.1	95.5	-5.0
CCOc1cc(/C=N/NC(=O)COc2ccccc2C)ccc1OC(=O)c1cccs1	102.8	105.6	3.0	101.5	118.6	104.5	102.1	3.9
COc1ccc(NS(=O)(=O)c2cccc(C(=O)N(C)Cc3cccs3)c2)cc1	105.8	101.2	2.0	107.3	112.4	101.1	98.0	-7.4
O=C(NCc1cccnc1)Nc1ccc2c(c1)OCO2	95.0	99.5	0.0	95.2	117.8	95.4	95.7	15.0
COc1ccc2[nH]c(=O)c(C(c3nnnn3C3CCCC3)N(C)C3CCCCC3)cc2c1 (stereo not drawn)	120.0	19.9[may fluoresce violet]	2.0	?	93.5	97.9	93.3	0.1

Entries listed so far with a furan ring, fused or not, in the order listed:
SMILES	MEP2-GFP yeast	AGP1-GFP MLPCN	GRK2 inh	CIT2 TOR yeast	CR mimetic SO	LAP4-GFP MLPCN	RPL19A TOR yeast	VLA-4 inh
O=C(N/C(=C/c1ccc(Br)cc1)C(=O)N1CCCC1=O)c1ccco1	108.3	99.7	0.0	106.3	87.2	91.8	105.2	1.2
COc1ccccc1C(CNC(=O)c1ccc(S(=O)(=O)NCc2ccco2)cc1)N(C)C (stereo not drawn)	101.6	109.1	0.0	110.0	85.0	99.4	102.0	9.2

Given in markdown: entries from further up.
| molecule | MEP2-GFP yeast | AGP1-GFP MLPCN | GRK2 inh | CIT2 TOR yeast | CR mimetic SO | LAP4-GFP MLPCN | RPL19A TOR yeast | VLA-4 inh |
| --- | --- | --- | --- | --- | --- | --- | --- | --- |
| O=C(c1ccccc1)c1c[nH]c2ccccc12 | 101.2 | 87.0 | 0.0 | 84.8 | 97.8 | 116.0 | 94.7 | -4.8 |
| Cc1cc(C(F)(F)F)nc(SCCN2CCCCC2)c1C#N | 94.6 | 96.2 | 0.0 | 99.9 | 99.1 | 90.8 | 95.8 | 4.5 |

New compounds follow
SMILES	MEP2-GFP yeast	AGP1-GFP MLPCN	GRK2 inh	CIT2 TOR yeast	CR mimetic SO	LAP4-GFP MLPCN	RPL19A TOR yeast	VLA-4 inh
Cc1cccc(C(=O)NCc2nnc(SC(C)C(=O)Nc3nnc(C)s3)n2C)c1 (stereo not drawn)	85.7	111.3	0.0	93.0	95.9	94.4	97.3	0.0
COCCNC(=O)CCc1c(C)nc2c(c(C)nn2-c2ccc(C)cc2)c1C	105.8	98.1	0.0	105.2	87.7	97.6	99.4	-4.2
N#Cc1nc(COc2ccc(Cl)cc2)oc1N1CCCC1	101.8	94.5	2.0	85.2	96.2	123.0	96.8	9.0
CC(C)NC(=O)COC(=O)Cn1[nH]c(=O)c2ccccc2c1=O	99.1	102.2	0.0	93.1	141.5	101.3	102.2	8.5
CC(C)(C)c1ccc(-c2n[nH]c(=S)n2-c2ccccc2)cc1	106.8	104.8	2.0	106.4	108.2	92.3	103.6	18.3
CCOC(=O)c1cc(C#N)c(N2CCNCC2)nc1C(F)(F)F	101.8	108.4	0.0	101.1	97.1	109.9	96.8	9.2
Cc1ccc(CC(=O)Nc2ccc(S(=O)(=O)N3CCOCC3)cc2)cc1C	104.0	103.8	2.0	96.2	102.8	108.7	101.4	-11.4
CCOC(=O)Cn1c(CCC(=O)O)ccc1-c1ccc(F)cc1	108.7	99.9	0.0	95.9	86.0	110.3	99.1	-6.7
COc1ccc(S(=O)(=O)N2CC(C)N(C(=O)N(C)C)C2C(C)C)cc1 (stereo not drawn)	100.5	106.4	0.0	110.0	104.9	91.5	102.1	3.5
O=C(CSc1nc2ccccc2n1Cc1ccccc1)N/N=C/c1ccco1	111.6	103.3	3.0	104.9	84.0	103.8	102.7	0.5
COc1ccc(CCNC(=O)c2cn3ccc(C)cc3n2)cc1OC	94.4	85.9	2.0	110.3	99.3	84.6	91.5	0.9
O=C(CCCc1ccccc1)NCc1ccc(Cl)cc1	112.8	102.1	0.0	99.8	105.6	107.6	107.9	2.1
COc1ccccc1C1NC(=O)NC(C)=C1C(=O)OC1CCC(C)CC1 (stereo not drawn)	107.4	104.4	1.0	99.9	96.4	99.4	104.2	9.7
Cc1cccc(CN2CCN(C3CCCC3)C(CCO)C2)n1 (stereo not drawn)	107.7	101.9	0.0	101.4	98.9	94.1	103.4	9.1
COc1cccc2cc(C(=O)N3CCc4ccccc43)c(=O)oc12	81.0	93.1	2.0	83.4	101.0	.	89.6	6.8
CCNc1ccccc1C(=O)O	103.0	101.7	0.0	97.5	95.1	102.2	100.0	2.2
N=C1C(=O)OCC1c1cc(Cl)ccc1NC(=O)Nc1ccccc1 (stereo not drawn)	99.4	103.0	0.0	102.0	107.4	98.1	98.2	-8.8
CC(=O)C1=C(O)CCCC1=NCc1nc2ccccc2[nH]1	108.6	117.2	1.0	118.3	108.3	108.6	101.2	-0.7
Cc1cc(NCCCCO)n2c(nc3ccccc32)c1C#N	106.8	94.0	2.0	99.9	96.5	97.3	108.3	-12.0
CCC(C)NC(=O)CSc1nc2n[nH]c(C)c2c(=N)n1-c1ccc(OC)cc1 (stereo not drawn)	97.6	93.2	0.0	87.6	92.3	91.5	91.2	3.1
O=C(O)c1cc(NC(=O)c2cccc(N3C(=O)c4ccccc4C3=O)c2)cc(C(=O)O)c1	104.9	95.7	0.0	92.8	102.5	73.8	108.2	-0.7
Cc1cc(C)c(OCC(=O)Nc2ccc(S(=O)(=O)N3CCCC3)cc2)c(C)c1	96.3	115.1	0.0	109.6	100.3	105.6	99.4	9.4
CC1CC(C)CN(CC(=O)NCCc2ccc(S(N)(=O)=O)cc2)C1 (stereo not drawn)	101.9	104.1	0.0	104.6	61.7*	104.2	95.6	14.5
Cc1cc(NC(=NC2CC2)c2ccccc2)n(-c2ccccc2)n1	97.8	96.2	0.0	95.4	104.7	100.9	97.1	4.7
COc1ccc([C@@H]2CC(=O)c3c(O)cc(O[C@@H]4OC(CO[C@@H]5OC(C)[C@H](O)[C@H](O)C5O)[C@@H](O)[C@@H](O)C4O)cc3O2)cc1O (stereo partly drawn)	96.1	82.6	0.0	81.0	89.8	101.6	98.8	i
(next part)
SMILES	MEP2-GFP yeast	AGP1-GFP MLPCN	GRK2 inh	CIT2 TOR yeast	CR mimetic SO	LAP4-GFP MLPCN	RPL19A TOR yeast	VLA-4 inh
CCO[C@@H]1OC(C(=O)N2CCN(Cc3ccccc3)CC2)=C[C@H](c2ccc(C(F)(F)F)cc2)[C@H]1CCCO	102.1	95.2	2.0	89.6	112.0	89.7	98.0	4.8
COc1ccc(-n2cnc3c(cnn3CCC#N)c2=N)cc1	99.9	98.2	2.0	105.3	92.5	94.3	101.2	5.0
COc1ccc(C(CNC(=O)Cc2ccccc2)N2CCCCC2)cc1 (stereo not drawn)	107.6	109.0	0.0	108.2	88.6	104.9	105.3	-3.6
COc1ccccc1NS(=O)(=O)c1cc(C(=O)N2CCCCCC2)ccc1C	104.7	107.7	3.0	106.8	86.3	107.5	104.0	-4.9
Cc1cc(C(F)F)n2nc(C(=O)Nc3cccnc3Cl)nc2n1	95.0	93.2	0.0	100.1	105.3	120.9	100.0	3.8
O=C(CSCc1ccccc1Cl)NCCSc1ccccn1	?	86.2	1.0	88.1	98.9	102.7	89.2	1.8
CC(C)N(C(=O)COC(=O)c1cccc(N(C)C)c1)c1ccccc1	110.0	100.0	2.0	110.2	104.1	101.5	107.5	-12.1
COc1ccc(CCn2c(NN)nc3c2c(=O)[nH]c(=O)n3C)cc1	89.9	96.1	0.0	87.7	102.3	104.3	93.7	-1.4
CCn1c(C)cc(/C=C2/NC(=O)N(c3ccccc3)C2=O)c1C	101.2	94.3	3.0	101.7	106.1	97.0	97.7	-3.2
CCN(CC)S(=O)(=O)c1ccc2c(c1)nc(CCC(=O)Nc1ccc(N3CCOCC3)cc1)n2C	100.0	100.8	3.0	91.1	99.4	103.8	97.4	-33.7
C/C=C(\C)CN1CCCC(N(C)CCc2ccc(OC)c(OC)c2)C1 (stereo not drawn)	93.9	144.7	2.0	103.1	92.1	95.7	92.8	-2.2
Cc1ccc(C(C)C)c(OCc2nnc3n2CCCCC3)c1	101.1	104.2	3.0	100.2	109.5	100.5	102.4	7.2
OC[C@@H](O)[C@@H](O)[C@H](O)[C@@H](O)CO	107.3	104.4	3.0	105.7	97.7	103.4	100.4	-13.6
Cc1cnc(SCCc2ccncc2)nc1C	100.0	101.1	2.0	100.3	92.3	97.0	102.6	-10.3
CN(CC(=O)Nc1cccc2c1CCCC2)S(=O)(=O)c1ccc(Cl)cc1	106.3	98.5	3.0	102.7	93.6	102.8	99.3	-0.6

Screening data deposited in PubChem BioAssay by NMMLSC.
